Bioassay records: PubChem, The Scripps Research Institute Molecular Screening Center
PRMT1 inh – PRMT1 (human) inhibition, primary screen. AID 652257. Q99873. hit rate 1.3% among 370,000. recombinant PRMT1, activity-based probe fluorescence polarization. inhibition, % at 2.79 µM;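 active = inhibition above about 21% made by adding two undisclosed values, limit read from the data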
Target sequence (Q99873 whole entry, looked up): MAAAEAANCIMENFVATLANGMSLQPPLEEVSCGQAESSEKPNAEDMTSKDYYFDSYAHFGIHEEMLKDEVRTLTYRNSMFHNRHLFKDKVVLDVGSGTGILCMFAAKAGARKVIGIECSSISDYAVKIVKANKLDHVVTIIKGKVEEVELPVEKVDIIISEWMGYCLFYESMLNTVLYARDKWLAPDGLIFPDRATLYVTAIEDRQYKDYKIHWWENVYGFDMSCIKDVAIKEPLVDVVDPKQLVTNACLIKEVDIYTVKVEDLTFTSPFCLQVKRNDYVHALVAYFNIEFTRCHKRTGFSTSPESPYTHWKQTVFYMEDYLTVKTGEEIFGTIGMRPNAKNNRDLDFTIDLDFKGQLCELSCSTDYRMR
DDE Tn7 FP inh – DD(E)-Tn7 binding inhibition, primary FP screen | P02675 | FP displacement of FITC-Tn7 peptide from fibrin DD(E); 0% = median of compound wells per plate | inhibition, % at 8.3 µM | hit rate 0.13% among 370,000 | AID 720508;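 active = inhibition above the mean of compounds falling within the control limits plus 3 SD of them, cut at about 14% in these data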;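 note: 0% = plate median of compound wells and 100% = 10 µM Aha-Tn7 peptide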
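Measure: % inhibition scaled between sample-field median and high-control FP; Test system: human fibrin DD(E); Quantity: 2 µM final DD(E) protein; Doses: one dose, 8.3 µM nominal; Schedule: compound with protein 10 min, then 3 h after probe, room temperature; Detection: fluorescence polarization; Medium: Tris buffer with calcium and detergent, pH 7.8.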
LEDGF integ inh – blocks HIV-1 LEDGF/p75-dependent DNA integration; TR-FRET IN-LEDGF/p75 DNA integration, Eu/Cy5; inhibition, % at 3.7 µM; hit rate 0.64% among 370,000;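 active = inhibition above the screen-wide mean plus 3 SD, cut at about 13% in these data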;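 note: signal is the Cy5 over europium emission ratio at 671 and 618 nm; 0% = plate median of compound wells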
TCR-CD3 inh – blocks the human TCR-CD3 interaction; TAMRA-labeled TCR probe fluorescence, biochemical; inhibition, % at 9.4 µM; hit rate 0.37% among 360,000; in the data active = inhibition above about 19%;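 note: recombinant mutant TCR 2C K166C tagged with TAMRA read by polarization; 0% = receptor in buffer alone and 100% = receptor with positive control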
PG9 binder – small molecules binding HIV-1 gp120 antibody PG9. inhibition, % at 6.7 µM. hit rate 0.43% among 360,000. TR-FRET gp120-PG9 antibody binding; in the data active = inhibition above about 8.5%
HTRA1 inh – inhibitors of human serine peptidase HTRA1; recombinant HTRA1, FP-rhodamine activity-based probe, fluorescence polarization; hit rate 0.5% among 340,000; inhibition, % at 5.96 µM; AID 504803; Q92743; in the data active = inhibition above about 36%;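 note: 0% = enzyme with DMSO and 100% = wells lacking enzyme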
TDP2 inh – blocks human TDP2 phosphodiesterase activity. recombinant TDP2, T5PNP hydrolysis, p-nitrophenol absorbance 415 nm. inhibition, % at 12.8 µM. hit rate 0.34% among 370,000;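 active = inhibition above the mean of all tested compounds plus 3 SD, set per campaign, cut at about 25% in these data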;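 note: 0% = DMSO with enzyme and 100% = buffer with substrate but no TDP2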
Target sequence (O95551 whole entry, looked up): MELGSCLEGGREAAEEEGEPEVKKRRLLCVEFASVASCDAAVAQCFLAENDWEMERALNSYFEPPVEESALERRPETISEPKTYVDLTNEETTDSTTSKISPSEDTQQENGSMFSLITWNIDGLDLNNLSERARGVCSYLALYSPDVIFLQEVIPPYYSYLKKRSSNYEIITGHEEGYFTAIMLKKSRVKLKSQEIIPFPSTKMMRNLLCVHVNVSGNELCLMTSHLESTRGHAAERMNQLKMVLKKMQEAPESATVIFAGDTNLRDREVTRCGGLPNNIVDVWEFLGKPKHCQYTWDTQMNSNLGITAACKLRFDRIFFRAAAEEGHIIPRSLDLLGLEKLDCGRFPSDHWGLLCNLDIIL
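Read-out basis: percent inhibition. System: recombinant human TDP2. Buffer or medium: Mg2+-containing Tris-HCl buffer, pH 7.5. Repeats: single replicate. Timing: reaction 2 h, 37 °C. Benchmarks: high control without enzyme, low control DMSO plus TDP2. Probe or stimulus: 5 mM T5PNP. Doses: 12.8 µM only. Measured by: epi absorbance of p-nitrophenol freed from T5PNP by hydrolysis.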
SIAE primary – human SIAE inhibition, primary screen. Q9HAT2. SIAE FP-Rh probe binding, fluorescence polarization. inhibition, % at 9.66 µM. hit rate 0.69% among 370,000;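 active = inhibition above a cutoff: mean of compounds within the control limits plus 3 SD of those, cut at about 17% in these data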;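 note: 0% = plate median of compound wells and 100% = probe without SIAE protein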
mABHD4 FP – ABHD4 (mouse) inhibition, primary FP screen; purified mABHD4, FP-Rh probe fluorescence polarization; inhibition, % at 8.92 µM; AID 720543; hit rate 0.54% among 370,000;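 active = inhibition exceeding the mean over every tested compound plus 3 SD, cut at about 30% in these data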;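 note: 0% = plate median of compound wells and 100% = S159A mutant with DMSO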
Target sequence (Q8VD66 whole entry, looked up): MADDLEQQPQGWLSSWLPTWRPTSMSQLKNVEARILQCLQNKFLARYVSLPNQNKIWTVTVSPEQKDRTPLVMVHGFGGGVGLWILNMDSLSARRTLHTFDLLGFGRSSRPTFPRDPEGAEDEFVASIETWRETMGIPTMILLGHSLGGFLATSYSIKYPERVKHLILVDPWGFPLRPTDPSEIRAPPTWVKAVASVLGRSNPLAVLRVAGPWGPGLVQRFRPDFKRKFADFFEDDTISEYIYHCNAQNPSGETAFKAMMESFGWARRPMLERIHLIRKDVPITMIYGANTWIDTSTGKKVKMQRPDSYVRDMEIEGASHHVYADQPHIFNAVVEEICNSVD
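Test system: mABHD4 protein; Read-out basis: % inhibition; Incubation: 45 min + 60 min at 25 °C; Repeats: single replicate; Technique: fluorescence polarization with parallel and perpendicular emission, 525/598 nm; Compound: 8.92 µM, single dose; Benchmarks: full inhibition S159A mutant plus DMSO, zero as sample-well median.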
UHRF1 MBD2 ctr – blocks human UHRF1 binding to methylated DNA. inhibition, % at 4.4 µM. AID 687016. UHRF1 binding to methylated oligo, TR-FRET. hit rate 0.75% among 370,000; in the data active = inhibition above about 21%;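 note: UHRF1 SRA domain binding a hemimethylated CpG hairpin DNA probe; 0% = median of test compound wells and 100% = reference inhibitor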
Starred values were filed as active, the others as inactive; . = not tested or not shown.

Values run as follows: PRMT1 inh, DDE Tn7 FP inh, LEDGF integ inh, TCR-CD3 inh, PG9 binder, HTRA1 inh, TDP2 inh, SIAE primary, mABHD4 FP, UHRF1 MBD2 ctr
> O=C(NCCc1ccccc1)C1CCN(C(=O)c2ccc([N+](=O)[O-])cc2)CC1
  0, -4, -2, 4, -2.5, 10, -5, 3, -3, 2
> CC(=O)N1CCN(S(=O)(=O)c2cccc(C(=O)NC3CCCC3)c2)CC1
  1, -3, 0, -1, 1.2, 9, -10, -4, 2, -1
> CC(C)C(=O)Nc1nnc(SCC(=O)NCc2cccs2)s1
  0, 7, -3, 2, -0.3, 4, 4, -3, 0, 1
> O=C(OCC(=O)c1cccs1)c1ccc(NC(=O)c2ccco2)cc1
  1, 9, -1, 0, 0.4, -23, 6, -10, -19, 2
> COc1ccccc1C(=O)NC(=S)/C=C1/N(C)c2ccccc2C1(C)C
  2, 1, -5, 6, 4.1, -6, -10, -13, -17, -8
> Cc1ccc(S(=O)(=O)N(C)C)cc1NC(=O)COC(=O)COc1ccc2c(c1)CCC2
  4, 2, -1, -3, 1.4, -4, 0, 2, -1, -3
> CCSc1nc2ccccc2n1CCOc1ccccc1
  -2, -2, -1, 3, -2.1, -12, 1, -5, -6, 1
> COC(=O)C1=C(C)N=C2SC(C#N)=C(N)N2C1c1ccc(OC)cc1 (stereo not given)
  2, 0, -1, 7, 0.7, -7, -1, 12, 6, -2
> COc1ccc(S(=O)(=O)N2CCOC2CNC(=O)C(=O)NCCc2c[nH]c3ccccc23)cc1C (stereo not given)
  4, -8, 0, -6, -2.3, 0, 2, -1, 3, 0
> COc1ccc2c(C)c(C(=O)N3CC[C@@H](N4CCC(O)CC4)[C@H](O)C3)oc2c1
  -4, -1, -1, 7, -1.4, 3, -9, -1, 3, 0

New compounds follow
Values run as follows: PRMT1 inh, DDE Tn7 FP inh, LEDGF integ inh, TCR-CD3 inh, PG9 binder, HTRA1 inh, TDP2 inh, SIAE primary, mABHD4 FP, UHRF1 MBD2 ctr
> CC1CCN(C(=O)COC(=O)CCC(=O)c2ccc(F)cc2)CC1
  2, 3, 0, -7, 1.6, ., 1, 3, -8, 1
> Fc1ccc2cc(-c3ccccc3)ncc2c1
  0, -2, 3, 1, -0.8, -12, -3, 4, -2, 3
> CCOc1ccc2nc3sc(C(=O)N4CCOCC4)c(N)c3cc2c1
  28*, -1, -1, -6, -0.2, 0, 1, 1, 4, -6
> O=C(NCCc1ccccn1)c1cncc(Br)c1
  2, 3, -4, -1, 0.7, -1, -8, 4, 5, 2
> CCOC(=O)CCc1c(C)nc(SCCN2CCCC2)c(C#N)c1C
  5, -4, 0, 4, -0.8, -8, 1, 3, -4, -3
> COc1ccc(NC(=O)Nc2ccc3c(c2)CC(=O)N([C@H](C)CO)C[C@@H](C)[C@H](CN(C)C(=O)Nc2ccccc2)O3)cc1
  -3, 1, 1, 3, 2.9, 3, -8, 7, -2, -2
> Cc1ccccc1NC(=S)NC(NC(=O)N(C)C)C(Cl)(Cl)Cl (stereo not given)
  3, 6, 1, 0, 1.3, -3, 5, 8, 0, -1
> Cc1cc(OC(C)C(=O)NCc2ccccn2)c2c(C)cc(=O)oc2c1 (stereo not given)
  -3, -1, 2, -1, 0.0, 5, 6, -3, -3, 0
> Cc1cccc(C)c1C(O)c1ncc(-c2ccccc2F)[nH]1 (stereo not given)
  -3, 5, -1, -1, 0.7, ., 4, 2, -4, 0
> CCCCn1c(NCc2ccccc2O)nc2ccccc21
  -4, 1, 6, 6, 2.0, -10, 13, 4, -2, 0

(further entries)
Values run as follows: PRMT1 inh, DDE Tn7 FP inh, LEDGF integ inh, TCR-CD3 inh, PG9 binder, HTRA1 inh, TDP2 inh, SIAE primary, mABHD4 FP, UHRF1 MBD2 ctr
> COP(=O)(OC)C(Nc1cc(Cl)cc(Cl)c1)c1cccc(O)c1 (stereo not given)
  -2, -1, -2, 8, 2.0, -3, -6, 1, -8, 2
> CC(=Cc1ccccc1)C(=O)c1ccccc1
  -4, 1, 6, 2, -1.8, -4, -4, -4, -1, 13
> C[C@H]1CN(S(=O)C(C)(C)C)[C@@H](CCO)/C1=C\c1ccccc1 (stereo not given in full)
  -3, 5, 8, 2, 1.2, 4, 2, 0, 8, -2
> CCc1ccc(CN(C)Cc2nc(COc3ccccc3)no2)nc1
  1, 7, -3, -9, -0.9, -2, -4, 2, -1, 0
> COc1ccccc1C/C(N)=N/OC(=O)COc1ccc2ccccc2c1
  0, 0, -1, 3, -2.4, -20, -18, -3, -15, 1
> O=C(Cn1cccc1C(=O)c1ccccc1)NCCC1=CCCCC1
  -6, -3, 3, 5, -2.8, -5, 8, 5, -2, 4
> O=P(O)(C(O)c1ccccc1)C(O)c1ccccc1 (stereo not given)
  1, -7, -2, 5, 0.6, 2, 13, -2, -2, 0
> C[C@@H]1CN([C@@H](C)CO)C(=O)c2cc(C3=CCCCC3)cnc2O[C@H]1CN(C)C(=O)Nc1cccc(F)c1
  -4, -6, 3, -1, 0.2, -11, -7, 2, -3, 0
> Cc1cc(=O)oc2cc(OCC(=O)N3CC(C)OC(C)C3)ccc12 (stereo not given)
  3, 6, 4, 5, 0.0, ., 12, -2, -3, 0
> CCOC(=O)C1=C(C)N(c2ccc(OC)cc2)C(=O)/C1=C\c1ccc(O)c(OCC)c1
  32*, 0, 5, -2, -0.6, 4, -5, 12, 10, -7

Reformatted with each value named: part of the list above
SMILES: C[C@@H]1CN([C@@H](C)CO)C(=O)c2cc(C3=CCCCC3)cnc2O[C@H]1CN(C)C(=O)Nc1cccc(F)c1
- PRMT1 inh: -4
- DDE Tn7 FP inh: -6
- LEDGF integ inh: 3
- TCR-CD3 inh: -1
- PG9 binder: 0.2
- HTRA1 inh: -11
- TDP2 inh: -7
- SIAE primary: 2
- mABHD4 FP: -3
- UHRF1 MBD2 ctr: 0

SMILES: CCc1ccc(CN(C)Cc2nc(COc3ccccc3)no2)nc1
- PRMT1 inh: 1
- DDE Tn7 FP inh: 7
- LEDGF integ inh: -3
- TCR-CD3 inh: -9
- PG9 binder: -0.9
- HTRA1 inh: -2
- TDP2 inh: -4
- SIAE primary: 2
- mABHD4 FP: -1
- UHRF1 MBD2 ctr: 0

Next section
Values run as follows: PRMT1 inh, DDE Tn7 FP inh, LEDGF integ inh, TCR-CD3 inh, PG9 binder, HTRA1 inh, TDP2 inh, SIAE primary, mABHD4 FP, UHRF1 MBD2 ctr
> Cc1cc(C)c(S(C)(=O)=O)c(N(C)NC(=O)c2c(F)cccc2F)n1
  2, -2, -1, 5, 1.4, 2, -5, -4, -4, 0
> O=C(Nc1ccccc1Cl)N(Cc1nc2ccccc2c(=O)[nH]1)Cc1cccs1
  0, 8, -4, -3, 0.2, -2, 13, 2, -7, 0
> O=C(O)c1csc(-c2ccccc2)n1
  5, 0, -6, -4, -0.1, 11, 9, -5, 1, 9
> O=C(CNCc1cccs1)Nc1cc(S(=O)(=O)N2CCCC2)ccc1Cl
  -2, -3, 3, 8, 1.4, -4, 9, -1, 7, 1
> CCCS(=O)(=O)NC(=O)C1(C)CCN(C(=O)c2cc(-c3cccs3)oc2C)C1 (stereo not given)
  5, 5, 1, -1, 1.4, ., -3, -1, 5, 0
> COc1ccc(S(=O)(=O)NCCCCC(=O)O)cc1C(=O)O
  -5, 2, 8, -2, -0.4, 1, -5, 14, -1, 0
> Cc1oc2cc(OCc3cnn(-c4ccccc4)c3)ccc2c(=O)c1Oc1ccccc1F
  3, 9, -2, 7, 1.0, -2, 9, 0, 0, 2
> O/N=C1\CCCc2c1nc(-c1ccccc1F)n2O
  -1, -4, -5, -6, -1.0, ., -4, 5, 1, 3
> O=S(NCc1ccco1)C12CC3CC(CC(C3)C1)C2 (stereo not given)
  10, -12, 10, 1, -1.7, 0, -8, -1, -3, -2
> Cc1cc(C)c2c(n1)sc1c(=O)n(Cc3ccc(F)cc3)cnc12
  -5, 3, 5, -5, -2.5, -5, -9, -1, 1, 1

Other compounds
Values run as follows: PRMT1 inh, DDE Tn7 FP inh, LEDGF integ inh, TCR-CD3 inh, PG9 binder, HTRA1 inh, TDP2 inh, SIAE primary, mABHD4 FP, UHRF1 MBD2 ctr
> CC1CC(C)CN(C(=O)C2CCCN(S(=O)(=O)c3cnc[nH]3)C2)C1 (stereo not given)
  -1, 8, -3, 6, -0.1, 2, -15, 2, 5, -1
> c1ccc(Cc2noc(CN3CCCN(C4Cc5ccccc5C4)CC3)n2)cc1
  2, 5, -5, -1, -2.5, 7, -6, 0, -7, 1
> O=C(NCCN1CCOCC1)Nc1ccc(Cl)cc1
  0, 5, -2, 2, -1.0, 3, -1, 2, -3, -2
> CCCSc1nnc(CN2CCOCC2)n1C
  -3, -2, 3, 2, 0.9, 8, 8, 9, 2, 0
> Cc1ccc(NC(=O)C(C)c2ccc(-c3ccccc3)c(F)c2)c(C)c1 (stereo not given)
  -1, 10, 0, -5, 0.6, -3, 2, 1, 9, 0
> COc1ccc(-c2c(C)c3cc(O)ccc3oc2=O)cc1
  -3, 1, 8, -3, -1.4, -6, -12, -6, -10, 3
> COc1ccccc1C(=O)OCC(=O)NC(C)CCc1ccccc1 (stereo not given)
  -2, -10, 3, 1, -1.4, -5, 1, -2, -1, -3
> CC1CCCN(c2ccc(C(=O)OCC(=O)N3c4ccccc4Sc4ccccc43)cc2[N+](=O)[O-])C1 (stereo not given)
  -1, 2, 3, 2, 0.2, -3, 8, 6, -10, -2
> C=CCN(c1ccc(C(=O)Nc2ccc(C)c(C)c2)cc1)S(C)(=O)=O
  0, 2, -2, 2, 1.3, -1, -2, 0, 2, 2
> Cc1ccccc1OCc1nc2ccccc2n1C
  -3, 11, 3, 0, -0.3, 0, 16, 6, -3, 0

Additional entries follow.
Values run as follows: PRMT1 inh, DDE Tn7 FP inh, LEDGF integ inh, TCR-CD3 inh, PG9 binder, HTRA1 inh, TDP2 inh, SIAE primary, mABHD4 FP, UHRF1 MBD2 ctr
> COC(=O)/C(=C1/Oc2ccc(C)cc2S1)C(F)(F)F
  3, 2, 0, -7, -1.9, -6, -4, -1, 0, 3
> COc1ccc(C(=O)CSc2ccc3nnc(-c4cccnc4)n3n2)cc1
  4, 0, -2, 0, 0.0, 6, 0, -8, -3, 4
> O=C(CSc1ncnc2c1cnn2CCO)Nc1cccc(C(F)(F)F)c1
  1, -2, 2, 2, 0.1, -4, -10, 1, -3, -1
> CCCCCC1CC(CC(=O)Nc2ccc([N+](=O)[O-])cc2)OC1=O (stereo not given)
  8, 5, -1, -9, 0.5, 0, -11, -2, -3, -1
> CC(Sc1nnc(COc2ccc(Cl)cc2)n1-c1ccccc1)C(=O)O (stereo not given)
  -1, -4, 1, -3, -3.6, 9, -5, 11, 1, 1
> Cc1cc(C(=O)NC2CCCCC2C)c2ccccc2n1 (stereo not given)
  5, 2, -1, -4, -0.7, 3, -8, 1, -6, 6
